Compound activity deposited in PubChem by several laboratories.
aDG glyco act: alpha-DG glycosylation activation; hit rate 0.22% among 360,000; activation, % at 10 µM; Pro5-aDG cells, alpha-DG glycosylation AlphaScreen (IIH6); 0% Pro5, 100% B10-LARGE cell signal;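 active = activation of at least 8% versus controls, or a plate z-score of at least 8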;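 note: Pro5 are CHO cells carrying HIG-tagged alpha-DG that lacks glycosylation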
H9c2 protect: myocardial damage modulation in H9c2 cells. protection from H2O2 cell death, % at 20 µM. hit rate 0.63% among 360,000. H9c2 cardiomyocytes, H2O2 injury protection, ATPLite, 2 h. AID 588492;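 active = compounds giving at least 50% protection of heart cells from peroxide-induced death in the single-dose screen, raw or plate-pattern-corrected value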;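 note: 0% = DMSO wells with peroxide and 100% = DMSO wells without peroxide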
MC4R ag barr: human MC4R agonism via beta-arrestin. P32245. U2OS MC4R beta-arrestin complementation, luminescence; percent of melanotan II response, DMSO zero. activation, % at 8.9 µM. hit rate 0.98% among 360,000. AID 540308;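 active = activation above a per-plate cutoff, the mean activation of sample wells on that plate plus 3 SD, cut at about 8% in these data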
Target sequence (P32245 whole entry, looked up): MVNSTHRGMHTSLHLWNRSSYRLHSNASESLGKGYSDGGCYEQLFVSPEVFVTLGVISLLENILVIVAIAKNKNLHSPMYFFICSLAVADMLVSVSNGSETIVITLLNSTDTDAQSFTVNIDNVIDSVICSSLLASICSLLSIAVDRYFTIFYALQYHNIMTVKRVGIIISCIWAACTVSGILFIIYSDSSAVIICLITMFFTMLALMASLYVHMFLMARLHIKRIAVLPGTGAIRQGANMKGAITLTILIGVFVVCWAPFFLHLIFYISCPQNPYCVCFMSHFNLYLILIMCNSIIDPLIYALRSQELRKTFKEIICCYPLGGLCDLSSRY
ABHD5-PLIN5 inh: ABHD5-PLIN5 protein interaction inhibition | Split G. princeps luciferase complementation, luminescence, 4 h | inhibition, % at 4 µM | hit rate 0.78% among 360,000 | AID 602281;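 active = inhibition above the mean inhibition across every tested compound plus 3 SD, cut at about 22% in these data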;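 note: 0% = DMSO only wells and the 100% control is not disclosed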
ABCB6 inh MLPCN: blocks the human ABCB6 transporter. K562-ABCB6 porphyrin accumulation, flow cytometry, 1 h; stronger effect = lower value. fluorescence ratio to DMSO, % at 10 µM. hit rate 0.19% among 360,000. AID 602162;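 active = fluorescence ratio to DMSO below 75%, the collection mean minus 3 SD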;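 note: signal is porphyrin accumulated inside mitochondria; 100% equals median channel fluorescence of DMSO control wells; lower ratio means ABCB6 inhibition with less porphyrin fluorescence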
Exocytosis inh: blocks lytic granule exocytosis. TALL-104 LAMP-1 surface exposure, flow cytometry; cells stimulated with thapsigargin and PMA. hit rate 0.66% among 360,000. inhibition, % at 10 µM. AID 651702;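 active = inhibition above about 55%, limit read from the data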
Glyco luc inh: N-linked glycosylation inhibition | D54 ERlucT glycosylation luciferase reporter, 24 h; percent of 100 nM tunicamycin response | reporter increase, % at 12.5 µM | hit rate 0.23% among 360,000;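 active = mean luciferase reporter signal, scaled so untreated is 0 and the glycosylation-blocking control 100, at or above a set limit in every replicate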;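 note: luciferase carries N-glycosylation sites so blocking glycosylation raises the light; 0% = median of neutral control wells and 100% = median of 100 nM tunicamycin wells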
hiPSC survival: enhancers of human iPSC single-cell survival; hiPSC single-cell survival, ATPlite luminescence; 100% = ROCK inhibitor wells, 0% = DMSO; survival enhancement, % at 20 µM; hit rate 0.044% among 360,000; AID 602274; in the data active = survival enhancement above about 18%;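 note: cells exposed to compounds for 16 hours before the ATP read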
m5-HT2A agonist: activates the mouse 5-HT2A serotonin receptor; activation, % at 7.6 µM; AID 624169; hit rate 0.66% among 360,000; CHO-K1 mHTR2A beta-arrestin complementation, luminescence; percent of 30 µM serotonin response;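 active = activation above a run cutoff, the mean activation of all tested compounds plus 3 SD, cut at about 14% in these data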;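 note: 0% = plate median of compound wells and 100% = 30 µM serotonin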
Target sequence (P35363 whole entry, looked up): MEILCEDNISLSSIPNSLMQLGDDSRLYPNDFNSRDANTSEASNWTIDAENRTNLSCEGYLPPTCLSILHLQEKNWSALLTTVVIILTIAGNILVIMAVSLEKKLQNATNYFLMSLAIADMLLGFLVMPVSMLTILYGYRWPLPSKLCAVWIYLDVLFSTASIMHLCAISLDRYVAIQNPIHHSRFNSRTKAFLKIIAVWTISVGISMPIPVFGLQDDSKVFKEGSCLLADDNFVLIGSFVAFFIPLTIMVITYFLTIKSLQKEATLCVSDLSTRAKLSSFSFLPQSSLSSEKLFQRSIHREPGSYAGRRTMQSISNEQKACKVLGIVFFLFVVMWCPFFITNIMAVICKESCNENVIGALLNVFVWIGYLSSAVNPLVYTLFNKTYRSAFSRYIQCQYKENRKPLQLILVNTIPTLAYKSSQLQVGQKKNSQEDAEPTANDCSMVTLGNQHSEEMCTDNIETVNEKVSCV
MC4R antag cAMP: human MC4R antagonism in cAMP assay; MC4R-expressing cells, MTII-stimulated cAMP, LANCE TR-FRET; inhibition, % at 6.5 µM; P32245; hit rate 0.48% among 360,000;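 active = inhibition above its plate's cutoff, the mean of tested wells on that plate plus 3 SD, cut at about 29% in these data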;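 note: 0% = Melanotan II alone and 100% = Melanotan II plus saturating MCL0020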
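Material: human MC4R-expressing U2OS cells. Probe or stimulus: Melanotan II challenge. Dosing: 6.5 µM single dose. Times: 30-min compound, 1-h challenge, 1-h detection, room temperature. Technique: TR-FRET with Eu-cAMP and labeled anti-cAMP, 671 nm. Replication: singlicate.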
An asterisk follows results filed as active.

A first look, 2 compounds:
SMILES	aDG glyco act	H9c2 protect	MC4R ag barr	ABHD5-PLIN5 inh	ABCB6 inh MLPCN	Exocytosis inh	Glyco luc inh	hiPSC survival	m5-HT2A agonist	MC4R antag cAMP
CCOC(=O)c1sc(=NC(=O)c2cccs2)n(C)c1C	-0.2	-14	1.6	4	83	-3	-13	-0.7	-1	-7
O=C(CCCN1C(=O)/C(=C/c2cccs2)SC1=S)NNC(=O)c1ccccc1O	1.0	60*	18*	0	97	3	-8	2.5	4	-3

The whole of this part, from the start:
SMILES	aDG glyco act	H9c2 protect	MC4R ag barr	ABHD5-PLIN5 inh	ABCB6 inh MLPCN	Exocytosis inh	Glyco luc inh	hiPSC survival	m5-HT2A agonist	MC4R antag cAMP
CCOC(=O)c1sc(=NC(=O)c2cccs2)n(C)c1C	-0.2	-14	1.6	4	83	-3	-13	-0.7	-1	-7
O=C(CCCN1C(=O)/C(=C/c2cccs2)SC1=S)NNC(=O)c1ccccc1O	1.0	60*	18*	0	97	3	-8	2.5	4	-3
Cc1ccc(OCC(=O)N/N=C\c2cn(Cc3ccccc3)c3ccccc23)cc1C	-0.1	-8	-0.2	5	98	5	-17	-0.5	1	13
COCC(=O)Nc1ccc(S(=O)(=O)Nc2nccs2)cc1	0.0	-1	-1.9	-4	100	-1	2	1.4	5	2
O=C(COC(=O)c1cccc(C(=O)OCC(=O)NCc2ccc(F)cc2)n1)NCc1ccc(F)cc1	0.0	6	0.1	-5	97	15	1	-0.4	0	4
COc1cccc(OCCNc2cc(N3CCCCC3)ccc2[N+](=O)[O-])c1	-0.1	-6	-2.3	4	91	5	3	0.4	2	1
Cc1ccc(S(=O)(=O)c2ccc(NC(=O)c3c(F)cccc3F)cc2)cc1	0.0	0	-0.6	-11	95	3	-6	-0.5	-2	0
CC(=O)Nc1ccc(S(=O)(=O)N2C3CCCC2CC(NC(=O)C2CCCCC2)C3)cc1 (stereo not drawn)	2.1	9	0.3	1	97	2	-1	1.6	-3	4
Cc1ccc(C(C)C)c(OCCNC(=S)Nc2cccc3ccccc23)c1	1.0	-23	4.7	-14	98	3	-6	-1.8	-5	6
OCC1(Cc2ccccc2)CCCN(Cc2c[nH]c3ccccc23)C1 (stereo not drawn)	0.6	10	-2.9	7	101	9	0	-1.0	-10	9
CCN(CC)c1cc(C)c(C#N)c2nc3ccccc3n12	0.1	-1	1.9	7	99	4	0	-0.5	5	-4
CCN(C(=O)COC(=O)CCC(=O)c1cccs1)c1ccccc1	-0.3	3	-1.4	-1	102	-2	2	0.6	1	3
COc1ccc(-c2noc(CCC(=O)Nc3cc(Cl)c(OC)cc3OC)n2)cc1	0.9	-18	-2.0	-3	100	3	-2	-0.5	-3	0
COc1ccc2sc(-c3ccc(SC)cc3)c(C#CCO)c2c1	0.2	-10	-1.4	-11	98	6	3	2.7	-5	7
Cc1ccc(C(=O)NN2C(=O)CSC2=S)cc1	-0.2	11	1.3	-2	102	0	1	-0.6	2	15
COc1ccc(N2CCN(C(=O)C(OC(C)=O)c3ccccc3)CC2)cc1 (stereo not drawn)	-0.1	1	-2.4	-4	100	-2	-1	-0.5	-5	1
CCCc1nc(N2CCOCC2)c(C#N)c2c1CCCC2	1.0	-1	7.3	3	94	20	-1	-2.0	6	-3
CN(C)C(=O)N1CCC(C(=O)NC2CCCCCCC2)CC1	0.5	-7	-1.4	3	96	-3	-2	2.8	-1	8
COc1ccc(N(CC(=O)N/N=C/c2cccs2)S(=O)(=O)c2ccc(OC)c(OC)c2)cc1	0.1	53*	1.4	1	98	0	-1	-0.5	-3	2
CCN(C(=O)CSc1ncccc1C(=O)O)C1CCCCC1	-0.2	10	-0.6	3	473	4	1	0.2	4	14
CS(=O)Cc1cc(Sc2ccccc2)nc(-c2cccnc2)n1 (stereo not drawn)	-0.2	8	-0.3	2	95	-3	1	1.8	-1	3
COc1cc([N+](=O)[O-])ccc1NC(=O)CSc1n[nH]c(C(C)C)n1	-0.4	4	1.0	-5	101	2	-1	-0.1	0	17
O=C1CN(C(=O)/C=C/c2ccco2)c2ccccc2N1	0.1	5	-2.3	9	111	1	1	-0.1	1	-3
CN(C)C(=O)CSc1nnc(-c2cc(-c3cccs3)nc3ccccc23)o1	-0.5	43	-0.2	9	117	10	8	-2.6	3	5
COCCCn1nnnc1SCC(=O)Nc1nc2ccccc2s1	0.0	-6	-0.7	-1	99	-3	1	0.1	0	9
COc1ccc(NC(=O)C2(C)Cc3c(-c4ccccc4)ccnc3O2)cc1OC (stereo not drawn)	1.1	2	2.1	3	93	0	-1	-4.0	-2	19
Cc1ccc(NC(=O)CN2CCN(CCN=CC3=C(O)CC(c4ccc(C)cc4)CC3=O)CC2)cc1 (stereo not drawn)	0.1	-2	-2.0	10	97	4	-1	0.0	-5	-1
OC(CNCCc1ccc(Cl)cc1)COc1ccc2ccccc2c1 (stereo not drawn)	1.0	-30	20*	4	91	44	-1	-0.4	10	-4
S=c1[nH]nc(Cc2noc3ccccc23)n1-c1ccc(Cl)cc1	0.1	-2	-0.1	-2	102	1	4	-0.2	-3	17
CC(NC(=O)COC(=O)CSc1ccc(F)cc1)c1ccc(F)cc1 (stereo not drawn)	0.0	-2	-2.9	-6	97	-2	5	-0.4	3	13
COC(=O)Cn1c(=NC(=O)CCS(=O)(=O)c2ccccc2)sc2c(OC)ccc(OC)c21	-0.3	12	-1.1	13	97	52	-3	0.1	8	17
CC1CCCC/C1=N\NS(=O)(=O)c1ccc(Br)cc1 (stereo not drawn)	0.2	17	0.1	3	95	0	2	-2.4	-4	4
CN1CCN(c2cc(-c3ccccc3)nc3cc(-c4ccc(F)cc4)nn23)CC1	0.1	-33	2.6	10	98	103*	-6	-0.6	-1	9
CC(C)(C)n1nnnc1C(c1cccs1)N(Cc1cccnc1)CC1CCCO1 (stereo not drawn)	0.6	0	-2.2	3	97	-4	-1	11	-4	-2
O=C(/C=C/c1c(F)cccc1Cl)NCc1ccc2c(c1)OCO2	-0.1	-4	5.4	0	87	-1	0	0.0	-3	12
Cc1ccc(S(=O)(=O)N(C)C)cc1NC(=O)COC(=O)Cc1ccc(Br)cc1	-0.2	-8	-1.0	-8	95	16	2	2.0	-1	5
COc1cccc(/C=C/C(=O)OCC(=O)NCCNC(=O)COC(=O)/C=C/c2cccc(OC)c2)c1	-0.2	7	2.2	-8	101	26	-5	0.6	1	12
CCOC(=O)c1[nH]c2ccc(OC)cc2c1NS(=O)(=O)c1ccc(Cl)s1	0.0	-1	-1.6	-3	98	11	-3	-0.5	-4	0
O=C(OCC(=O)N1CCOCC1)c1ccc(N2CCOCC2)c([N+](=O)[O-])c1	0.6	6	-2.7	0	96	-2	1	-0.6	-5	-5
COC(=O)c1ccc(N2C(=O)CC(N3CCN(C(=O)c4ccco4)CC3)C2=O)cc1 (stereo not drawn)	-0.2	5	-0.4	3	94	1	1	1.3	-1	1
O=C(Nc1ccc2snnc2c1)Nc1cccc2ccccc12	0.6	-18	4.4	7	95	0	-6	-1.8	-5	8
COC(=O)C1C(O)=C(C=Nc2ccc(N)cc2)C(=O)CC1(C)C (stereo not drawn)	1.2	1	-3.2	-31	99	4	7	-2.9	0	5
CCN1C(=O)C(CC(=O)Nc2ccc(C)cc2C)Nc2cc(S(=O)(=O)N(C)C)ccc21 (stereo not drawn)	-0.2	12	-4.1	0	99	4	2	-0.2	-2	3
COc1ccc(-c2cc(C(=O)NCc3ccc(C(F)(F)F)cc3)[nH]n2)c(C)c1	-0.3	-4	-0.3	-2	92	-4	-2	-0.9	-10	-3
N#C/C(=C(/O)C(Cl)c1ccccc1)c1nc2ccccc2s1 (stereo not drawn)	0.0	-5	-1.9	-5	100	2	1	-2.6	-2	11
Cn1c(=O)[nH]c2c(nc(-c3ccc(Cl)cc3)n2C)c1=O	-0.1	1	-1.6	7	96	0	2	-0.7	-4	10
COc1ccc(OC)c(C=Cc2ccc([N+](=O)[O-])cc2)c1	-0.4	-9	2.0	3	95	0	-4	-2.3	-1	-10
Cc1ccc(NS(=O)(=O)c2cccc(C(=O)NCCCN3CCOCC3)c2)cc1	0.0	-2	0.9	8	102	0	-1	2.2	3	1
CC1CCCN(c2ccc(C(=O)NCCc3ccccc3)cn2)C1 (stereo not drawn)	0.6	-1	2.0	2	98	13	-8	-1.1	-4	-3
O=C(/C=C/c1ccccc1)NCCOc1ccccc1	0.2	2	-0.1	1	100	-12	-1	-1.7	10	5
Next part
SMILES	aDG glyco act	H9c2 protect	MC4R ag barr	ABHD5-PLIN5 inh	ABCB6 inh MLPCN	Exocytosis inh	Glyco luc inh	hiPSC survival	m5-HT2A agonist	MC4R antag cAMP
O=C(CN(C(=O)CCC(=O)Nc1ccccn1)c1ccccc1F)NCc1ccc2c(c1)OCO2	0.0	4	0.4	2	98	-14	-3	0.2	14	8
CC(=O)Nc1cc(-c2cccc(C(=O)NCCO)c2)cn2c(-c3ccc(F)cc3)cnc12	-0.2	30	2.6	2	96	-1	-6	4.0	0	23
O=C(OCCOc1ccccc1)c1cccc(S(=O)(=O)N2CCOCC2)c1	-0.1	-6	-1.9	-6	98	13	-1	-0.6	1	8
CCN1CCN(C(CNS(=O)(=O)c2ccc(OC)c(C)c2)c2cccnc2)CC1 (stereo not drawn)	-0.3	1	-2.1	2	86	3	0	-0.2	20*	-5
Cc1ccc2[nH]c(=O)cc(C(=O)OCC(=O)c3ccc(F)cc3)c2c1	0.3	0	-3.0	1	98	0	1	-0.3	-1	17
CCN(CC)S(=O)(=O)c1cccc(-c2nnc(SCC(=O)NC3CCCCCC3)n2N)c1	0.2	1	-1.5	7	76	1	0	-0.2	-4	5
CCCOc1ccc(C(=O)NCCCn2ccnc2)cc1	0.0	1	-0.8	2	105	2	-1	-2.3	-3	12
COC(=O)CSc1nc2c(c(C3CC=CCC3)c1C#N)CCC2 (stereo not drawn)	-0.1	4	0.5	-2	96	0	3	-0.7	-2	2
CCOC(=O)c1c(C(F)(F)F)nc2ncccn12	-0.2	6	-1.4	-2	145	1	2	2.3	-1	-2
CCOc1ccc(S(=O)(=O)NCCC(=O)NC2CCCCC2)cc1	-0.3	20	-1.7	-6	105	-1	0	0.8	0	7
CC(C)c1nnc(NC(=O)c2cccnc2)s1	0.5	6	1.9	-1	91	-3	1	1.8	3	2
C=CCn1c(SCC(=O)NCc2ccco2)nnc1C1CCCCC1	0.1	2	0.8	7	98	-4	1	-0.3	0	14
Clc1ccc(CSc2ncn(-c3ccccc3)n2)cc1	0.0	0	-1.6	-3	94	3	0	-0.4	-5	1
COCCCN(C(=S)Nc1c(C)cc(C)cc1C)C(C)c1ccncc1 (stereo not drawn)	0.0	1	-2.2	-1	94	1	2	-2.0	-1	-9
CC(C)Cn1c(N)c(C(=O)CCl)c(=O)n(C)c1=O	-0.2	-2	-1.7	5	97	-1	-6	-0.9	2	-1
COC(=O)c1ccc(CSc2ccc3nnc(-c4cccc(F)c4)n3n2)o1	0.3	105*	-0.9	-2	98	0	1	2.1	-1	-9
CC(C)(C)N(Cc1cc2ccccc2[nH]c1=O)C(=O)c1cccc([N+](=O)[O-])c1	0.0	7	-2.9	-2	93	-1	0	0.1	-5	-8

Hits appear at their usual frequency; overall some 4.5% were active at least once.
